mec2-1: NCI yeast anticancer drug screen, S. cerevisiae mec2-1 strain; AID 157, 2004; 9% of 79,000 active; % growth inhibition at 50 µM;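 further: 0% = growth of vehicle-only cultures of the same strain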
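Cells of the genetically defined mec2-1 yeast strain are incubated with test compound. Inhibition of growth is calculated against vehicle-treated controls.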
mlh1 rad18: NCI yeast anticancer drug screen, S. cerevisiae mlh1 rad18 strain; % growth inhibition at 50 µM; 11% of 79,000 active; AID 175, 2004;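 further: 0% = growth of vehicle-only cultures of the same strain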
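A repair-deficient yeast strain is exposed to test compound, and growth is scored relative to vehicle-treated controls.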
yeast sgs1 mgt1: NCI yeast anticancer drug screen, S. cerevisiae sgs1 mgt1 strain. % growth inhibition at 50 µM. 10% of 78,000 active;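 further: 0% = growth of vehicle-only cultures of the same strain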
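This yeast growth screen uses a strain with defined DNA-repair lesions; compound-treated growth is compared with vehicle-treated growth.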
yeast bub3: NCI yeast anticancer drug screen, S. cerevisiae bub3 mutant strain | AID 167, 2004 | 9.9% of 78,000 active | % growth inhibition at 50 µM;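 further: 0% = growth of vehicle-only cultures of the same strain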
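Part of a panel of yeast mutants defective in DNA damage repair or cell cycle regulation. Each strain is grown with compound, and inhibition is calculated relative to solvent-treated cultures.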
yeast rad50: NCI yeast anticancer drug screen, S. cerevisiae rad50 strain; % growth inhibition at 50 µM; 10% of 79,000 active; AID 155, 2004;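 further: 0% = growth of vehicle-only cultures of the same strain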
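Cells are treated with compound, grown, and their growth is then scored against vehicle-only cultures of the same repair-deficient yeast strain.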
yeast cln2 rad14: NCI yeast anticancer drug screen, S. cerevisiae cln2 rad14 strain; growth inhibition, % at 50 µM; 8.3% of 78,000 active; AID 165, 2004;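 further: 0% = growth of vehicle-only cultures of the same strain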
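Test compounds were added to cln2 rad14 yeast cultures; inhibition of growth was then determined by comparison with vehicle treatment.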
Active calls of the source: *; . = not tested or not shown; & = joins results of further samples. No stated cut-off is given here; in the data, active means growth inhibition above about 70%; inactive means the rest.

1	O=C1/C(=C/c2ccc(O)cc2)CCC1CNc1ccccc1 (stereo not drawn)
2	N#CNc1nc(N)c(-c2ccc(Cl)cc2)c(C(=O)Nc2ccc(Cl)c(Cl)c2)n1
3	CCc1c2c(cc3c1CC1(C3)Cc3cc4c(c(C(=O)OC)c3C1)CCCC4)CCCC2 (stereo not drawn)
4	Cc1ccc(S(=O)(=O)c2ccc(C(=O)O)cc2)cc1
5	CN(C(=O)Nc1ccc(Cl)cc1[N+](=O)[O-])C1CCCCC1

screen / no.,1,2,3,4,5
mec2-1,-5,14,-16,10,19
mlh1 rad18,27,-22,-26,17,13
yeast sgs1 mgt1,16,-8,-21,11,21
yeast bub3,-6,4,-14,4,8
yeast rad50,7,-5,-19,8,-3
yeast cln2 rad14,10,-7,10,-6,-8

6	O=C1CCC2CCCC2C1 (stereo not drawn)
7	COc1cccc(Nc2nc(NS(=O)(=O)c3cc(C)c(Cl)cc3S)n[nH]2)c1
8	CC1CC(C)NC(C)C1 (stereo not drawn)
9	CCC(CO)[N+](=O)[O-] (stereo not drawn)
10	CCCOCOCCC

screen / no.,6,7,8,9,10
mec2-1,-3,-2,-26,-17,0
mlh1 rad18,-1,16,-8,17,-28
yeast sgs1 mgt1,3,-6,-50,7,-13
yeast bub3,-1,16,-11,-5,12
yeast rad50,6,-8,-17,4,-22
yeast cln2 rad14,10,8,3,6,-28

11	CCNC(=O)c1ccc(C(C)C)cc1
12	Cc1cc(C)c2c(ccc3ccccc32)n1
13	CC1=CCC(C(C)(C)c2ccc(O)cc2)CC1 (stereo not drawn)
14	CN(/N=C/c1cccc2cccnc12)c1ccc(Cl)cc1[N+](=O)[O-]
15	CCN(CC)CCNC(=O)c1nn(-c2ccc(Cl)cc2)c2c1CCc1cc(OC)ccc1-2

screen / no.,11,12,13,14,15
mec2-1,-7,-21,94*,-58,66
mlh1 rad18,6,-33,92*,-10,.
yeast sgs1 mgt1,14,-23,.,-36,68
yeast bub3,2,-20,.,-7,59
yeast rad50,8,-44,92*,-36,59
yeast cln2 rad14,5,-6,.,-6,29

16	C=C(Cl)C(Cl)(CBr)CCC(Br)C(C)(C)Cl (stereo not drawn)
17	CC1CN(C(=O)/C=C/C(=O)OC2CCCCC2)C(C)CN1C(=O)/C=C/C(=O)OC1CCCCC1 (stereo not drawn)
18	O=C(O)Cc1ccc(-c2ccccc2)[nH]1
19	C1OC2CC3CC1C2C3 (stereo not drawn)
20	COc1ccc(C=Nc2ccc(Cl)cc2)cc1

screen / no.,16,17,18,19,20
mec2-1,41,-3,-15,-4,-25
mlh1 rad18,-23,-27,-12,-5,4
yeast sgs1 mgt1,52,-8,3,-8,4
yeast bub3,43,-4,-17,-1,3
yeast rad50,21,0,3,-12,-12
yeast cln2 rad14,22,2,-26,2,-19

21	O=C(O)c1ccc2c(Br)ccc3c2c1CC3
22	CN(C)Cc1cc(C(=O)/C=C/c2c(Cl)cccc2Cl)cc(CN(C)C)c1O
23	CC(C)(C)c1ccc(O)c(CN(Cc2cc(C(C)(C)C)ccc2O)c2ccccc2)c1
24	C(=N\c1nncs1)/Nc1nncs1
25	C/C=C/c1cc(OC)c(O)c(OC)c1

screen / no.,21,22,23,24,25
mec2-1,56,-18,27,4,-3
mlh1 rad18,69,-19,55,-2,1
yeast sgs1 mgt1,74*,-3,22,-3,-3
yeast bub3,8,-1,62,-1,6
yeast rad50,77*,-32,44,-4,6
yeast cln2 rad14,18,-31,-2,-25,2

26	CCOC(=O)/C(=C\n1c(=O)[nH]c(=O)[nH]c1=S)C(=O)c1ccccc1
27	CCCCCCCCCCCCCCCc1cc(=O)[nH]c2ccc(C)cc12
28	NC(=O)c1cccc[n+]1[O-]
29	O=C1/C(=C/c2ccccc2)CCC/C1=C\c1ccccc1
30	c1ccc(C2CC(c3ccc4ccccc4c3)=Nc3ccccc3S2)cc1 (stereo not drawn)

screen / no.,26,27,28,29,30
mec2-1,-17,-23,7,87*,51
mlh1 rad18,-13,-4,1,.,88*
yeast sgs1 mgt1,-9,.,-13,82*,81*
yeast bub3,-18,.,20,85*,96*
yeast rad50,-23,-1,-6,84*,77*
yeast cln2 rad14,7,.,6,80*,70

Looked up one by one from the list above, 4 records:
26	CCOC(=O)/C(=C\n1c(=O)[nH]c(=O)[nH]c1=S)C(=O)c1ccccc1
30	c1ccc(C2CC(c3ccc4ccccc4c3)=Nc3ccccc3S2)cc1 (stereo not drawn)
29	O=C1/C(=C/c2ccccc2)CCC/C1=C\c1ccccc1
28	NC(=O)c1cccc[n+]1[O-]

screen / no.,26,30,29,28
mec2-1,-17,51,87*,7
mlh1 rad18,-13,88*,.,1
yeast sgs1 mgt1,-9,81*,82*,-13
yeast bub3,-18,96*,85*,20
yeast rad50,-23,77*,84*,-6
yeast cln2 rad14,7,70,80*,6

More results follow:
31	O=[N+]([O-])c1ccc2c(c1)Cc1ccccc1-2
32	COc1ccc2nc(/N=C/N(C)C)sc2c1
33	CCNC(=O)c1ccc(Cl)cc1
34	NC(=O)c1nnc2c(F)cccc2c1N
35	CC(=O)OCC1CC2OC2CC1C (stereo not drawn)

screen / no.,31,32,33,34,35
mec2-1,9,-36,-2,-29,50
mlh1 rad18,67,22,0,-25,63
yeast sgs1 mgt1,25,16,9,-15,70*
yeast bub3,-17,20,-6,-27,75*
yeast rad50,63,-4,20,-39,70*
yeast cln2 rad14,-14,3,1,-1,68

36	Cc1nccc2cccc(CNC(C)C)c12
37	NCCCn1[nH]c(=O)c2ncccc2c1=O
38	COC1(C)C=NCC(C)(C)NC(=O)C(C)(OC)C=NCC(C)(C)NC1=O (stereo not drawn)
39	Cc1nc([N+](=O)[O-])cn1CC(O)Cn1cnc([N+](=O)[O-])c1 (stereo not drawn)
40	O=C1C2CC=CCC2C(=O)N1n1c(Cc2ccc(Cl)cc2)n[nH]c1=O (stereo not drawn)

screen / no.,36,37,38,39,40
mec2-1,3,-29,-28,-13,-23
mlh1 rad18,-4,-19,-26,16,-27
yeast sgs1 mgt1,4,-12,-29,-21,54
yeast bub3,-11,-22,-22,-25,-6
yeast rad50,4,-60,-12,-17,19
yeast cln2 rad14,7,-91,-16,16,8

41	COc1cccc(NC(=S)N2CCCCC2)c1
42	C[N+](C)(C)N=C1CCCCC1
43	CNC(=O)c1ccccc1C1(O)c2ccccc2CCc2ccccc21
44	C(=N\OCc1ccccc1)/c1ncccc1C1OCCO1
45	O=C(O)C1[N-]CCNC1C(=O)O.[O]=[V][OH] (stereo not drawn)

screen / no.,41,42,43,44,45
mec2-1,0,-4,-3,-23,-2
mlh1 rad18,21,-17,11,-9,-5
yeast sgs1 mgt1,-8,-11,27,0,-5
yeast bub3,15,-3,13,-6,-2
yeast rad50,38,11,33,-11,-11
yeast cln2 rad14,-82,8,32,20,-17

46	CC(O)CN(CC(C)O)S(=O)(=O)c1ccc(N)cc1 (stereo not drawn)
47	Cc1ccccc1C(=O)C[n+]1ccccc1C
48	Cc1ccc(C(OS(=O)(=O)c2ccc(C)cc2)C(F)(F)F)cc1 (stereo not drawn)
49	C/C(=N/NC(N)=O)C(=O)O
50	c1ccc(CC[n+]2ccncc2)cc1

screen / no.,46,47,48,49,50
mec2-1,-14,16,52,11,7
mlh1 rad18,-2,8,66,14,-17
yeast sgs1 mgt1,0,-6,73*,2,-8
yeast bub3,14,4,2,-3,7
yeast rad50,-9,-12,63,0,-9
yeast cln2 rad14,-9,-22,15,-48,-10

51	[Cl][Pt+2][Cl].[NH-]CC1(C[NH-])CCCC1
52	CCOC(=O)/C=C/Sc1ccc(C)cc1
53	Nc1ccn(C2CC3OCC3O2)c(=O)n1 (stereo not drawn)
54	CCOC(=O)c1cnc2ccccc2c1OCC
55	O=C(/C=C(\[O-])c1ccccc1)CCCCCCC(=O)/C=C(\[O-])c1ccccc1.O=C(/C=C(\[O-])c1ccccc1)CCCCCCC(=O)/C=C(\[O-])c1ccccc1.O=C(/C=C(\[O-])c1ccccc1)CCCCCCC(=O)/C=C(\[O-])c1ccccc1.[Y+3].[Y+3]

screen / no.,51,52,53,54,55
mec2-1,1,-8,25,-12,-4
mlh1 rad18,-30,-2,1,1,-2
yeast sgs1 mgt1,-26,4,-1,-6,9
yeast bub3,-19,-18,1,3,15
yeast rad50,0,-15,-13,-5,7
yeast cln2 rad14,-3,-11,-6,-44,.

56	CCOC(=O)Nc1nc(-c2ccccc2)c(C)s1
57	Cn1nc(-c2cccc(F)c2)[n+](C)n1
58	CCOC(=O)c1ccc(NC(=S)NC(=O)C(C)Oc2ccccc2)cc1 (stereo not drawn)
59	CNC(=S)NNC1=NCCCCN1
60	CCOc1ccccc1NC(C)=O

screen / no.,56,57,58,59,60
mec2-1,-21,-11,40,-20,6
mlh1 rad18,-2,-6,25,-16,-1
yeast sgs1 mgt1,-17,-1,45,-16,2
yeast bub3,-45,19,38,2,-15
yeast rad50,-23,3,-11,-41,-6
yeast cln2 rad14,-7,9,-21,4,-13

61	O=C(NCCCN1CCN(CCCNC(=O)Nc2ccc(N=Nc3ccccc3)cc2)CC1)Nc1ccc(N=Nc2ccccc2)cc1
62	OC(C/C(=N\Nc1ccccc1)c1ccc(Br)cc1)(C(F)(F)F)C(F)(F)F
63	Nn1c(-c2ccccc2)nn(C(=O)c2ccccc2)c1=O
64	CNC(=O)NCCCCC(NC(=O)OCc1ccccc1)C(=O)OCc1ccccc1 (stereo not drawn)
65	CNC(=O)C(C)NC(=O)C(Cc1ccccc1)NC(=O)OC(C)(C)C (stereo not drawn)

screen / no.,61,62,63,64,65
mec2-1,16,97*,40,-14,-58
mlh1 rad18,15,96*,88*,-24,1
yeast sgs1 mgt1,1,89*,60,-37,-16
yeast bub3,-2,45,15,1,-19
yeast rad50,-1,67,40,3,-10
yeast cln2 rad14,-3,86*,30,-4,-29

66	CCOC(=O)C(C)CCl (stereo not drawn)
67	O=C(Nc1ccccc1C(=O)NCc1ccccc1)/C(=C/c1ccccc1)NC(=O)c1ccccc1
68	CC(=O)Oc1ccc2cc(-c3ccccc3OC(C)=O)c(=O)oc2c1
69	CNc1c(F)cc(C#N)cc1F
70	O=C(NC1c2ccccc2CCc2ccccc21)C(F)(F)F

screen / no.,66,67,68,69,70
mec2-1,-15,7,44,11,-8
mlh1 rad18,-1,-35,74*,11,23
yeast sgs1 mgt1,-10,-1,77*,2,14
yeast bub3,-4,7,58,1,15
yeast rad50,2,7,48,12,28
yeast cln2 rad14,-28,4,30,4,3

71	CCC(=O)Nc1nnc(SCCCCCCCCCCSc2nnc(NC(=O)CC)s2)s1
72	c1cc2c(c(-c3nccc4c3CCCC4)n1)CCCC2
73	CC12CCC(C(=O)C1=O)C2(C)C (stereo not drawn)
74	CCCCOC(c1ccccc1)N1CCCCC1 (stereo not drawn)
75	CCCCCCCCCCCCCCCCCCOCCCCCCCCCCCC

screen / no.,71,72,73,74,75
mec2-1,5,27,-5&-18,-11,-16
mlh1 rad18,22,2,23&1,7,-17
yeast sgs1 mgt1,18,6,15&-9,36,-20
yeast bub3,-2,15,-6&5,4,5
yeast rad50,21,6,-3&-6,29,-35
yeast cln2 rad14,19,30,-10&-9,-14,-64

76	O=C1NNC(=O)c2ccccc2C(=O)S1
77	N#Cc1nn(C2OC(CO)C(O)C2O)c2ncnc(N)c12 (stereo not drawn)
78	COc1ccc(N2CCN(CC(O)COc3ccc(C(=O)Cc4ccccc4)cc3)CC2)cc1 (stereo not drawn)
79	CCN(CC)CCOC(=O)C1C2CC3OC(=O)C1C3C2 (stereo not drawn)
80	CC(CCl)NS(=O)(=O)c1ccccc1 (stereo not drawn)
81	Cc1ccc(N2C(c3ccccc3)=CC(=C3C=CC(=O)C=C3)C=C2c2ccccc2)cc1

screen / no.,76,77,78,79,80,81
mec2-1,22,5,97*,-11,3,98*
mlh1 rad18,3,-1,97*,-28,-8,97*
yeast sgs1 mgt1,0,-8,99*,18,-3,94*
yeast bub3,-1,12,91*,8,-8,93*
yeast rad50,-22,22,96*,-10,2,94*
yeast cln2 rad14,-9,-8,87*,2,1,79*
